From PubChem
Hep lipid drop: modulators of hepatic lipid droplet formation. AML12 mouse hepatocytes, oleate lipid droplets, BODIPY imaging. inhibition, % at 6.5 µM. actives 0.4% (n = 240,000);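 active = lipid droplet intensity inhibited by at least 50%, with more than 500 cells counted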
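Test system: AML12 mouse liver cells; schedule: overnight exposure; technique: high-content imaging of BODIPY-stained droplets and DAPI nuclei; read-out: % inhibition of corrected integrated BODIPY droplet signal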
Hep lipid drop cells 6.5 µM: second read-out of Hep lipid drop, no call of its own (marks repeat the call); cell count; measured here: cell count, cytotoxicity flag;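 cells counted across two imaged fields per well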
An asterisk follows results filed as active. These rows are one share of the data, so the mix of outcomes need not match the whole.

Values run as follows: Hep lipid drop, Hep lipid drop cells 6.5 µM
CC1CN(C(=S)Nc2ccc(Br)cc2)CC(C)O1 (configuration not stated)
    10.8, 807
O=[N+]([O-])c1cc(-c2ccc(/C=N/n3cnnc3)o2)ccc1Cl
    -43.0, 765
O=C(CCNC(=O)C1CCN(S(=O)(=O)c2ccccc2)CC1)NCc1ccccn1
    3.7, 728
CCc1nn(CC(=O)NCCc2ccc(S(N)(=O)=O)cc2)c(=O)c2cc3sccc3n12
    -2.6, 632
CCOc1ccc(N2C(=O)CSC2=S)cc1
    3.5, 848
COc1cccc(NC(=O)CCN2C(=O)c3ccccc3Sc3ncccc32)c1
    -3.8, 712
C/C(=N\NC(=O)c1ccncc1)c1ccc(NC(=O)c2ccc(Cl)cc2)cc1
    2.4, 814
Cc1ccc(C(=O)NC2CC3CCCC(C2)N3Cc2ccccc2)cc1 (configuration not stated)
    -10.1, 813
COCC(=O)Nc1nnc(SCC(=O)N2C(C)CCCC2C)s1 (configuration not stated)
    -0.4, 783
Cc1ccccc1Nc1c([N+](=O)[O-])cncc1[N+](=O)[O-]
    -2.5, 813

Some of the entries so far, as labelled records.
> C/C(=N\NC(=O)c1ccncc1)c1ccc(NC(=O)c2ccc(Cl)cc2)cc1
  Hep lipid drop = 2.4
  Hep lipid drop cells 6.5 µM = 814

> CCOc1ccc(N2C(=O)CSC2=S)cc1
  Hep lipid drop = 3.5
  Hep lipid drop cells 6.5 µM = 848

Next structures follow:
Values run as follows: Hep lipid drop, Hep lipid drop cells 6.5 µM
O=C(NCCn1c(-c2ccncc2)nc2ccccc21)[C@H]1CCCN1c1nc(CN2CCCCC2)cs1
    6.9, 786
COC(=O)CCCn1nc(NC(=O)c2ccco2)cc1C
    -9.6, 827
COc1cc2nc(N(CCN(C)C)C(=O)c3ccc(S(=O)(=O)N(C)CC4CCCO4)cc3)sc2cc1OC (configuration not stated)
    6.8, 874
CC(=O)Nc1ccc(S(=O)(=O)NCCS(=O)(=O)N2CCN(c3ccccc3F)CC2)cc1
    -2.5, 697
COc1ccc(CN2CCNC(=O)C2CC(=O)N2CCCN(C(C)=O)CC2)c(OC)c1 (configuration not stated)
    -4.4, 736
COc1ccc(N2C(=O)c3ccccc3C(C)(C)C2=O)cc1
    -36.8, 806
COCCCNC(=O)c1ccc(CS(=O)(=O)c2ccccc2C)o1
    -17.5, 396
C/C(=N\NC(=O)c1ccccc1)c1c(C)[nH]n(-c2ccccc2)c1=O
    -5.3, 818
Cc1nc2ccccc2n1S(=O)(=O)c1cc(C(=O)O)ccc1Cl
    -2.9, 868
CC(=O)Nc1ccc(S(=O)(=O)NCC(=O)NCCCc2ccccc2)cc1
    25.6, 710
COc1ccc(-c2noc(CCC(=O)NCCc3ccccc3)n2)cc1OC
    0.8, 837
CC(C(=O)NC(C)(C)C)N(C(=O)CS(=O)CC(=O)Nc1ccc(F)cc1)C1CCCC1 (configuration not stated)
    2.1, 750
O=C(CN1C(=O)c2ccccc2S1(=O)=O)c1cccc(Br)c1
    -15.1, 845
Cc1nnsc1C(=O)N1CCCC(Nc2ccc(C(C)C)cc2)C1 (configuration not stated)
    -1.4, 702
O=C(Nc1ccc2c(c1)OCO2)C1CC(=O)N(c2cccc(Cl)c2)C1 (configuration not stated)
    -9.5, 703
Cc1c(OCC(=O)N[C@@H](Cc2c[nH]c3ccccc23)C(=O)O)ccc2c1oc(=O)c1ccccc12
    -2.7, 800
Cc1c(C)n(Cc2ccccc2)c2ncnc(NCCCN(C)C)c12
    -2.0, 846
CC(Sc1nc2ccccc2[nH]1)C(=O)NC1CCCCC1C (configuration not stated)
    -7.0, 804
Cc1ccc(-n2nc(C)c3c(C)c(CCC(=O)NCC4CCCO4)c(=O)n(C)c32)cc1 (configuration not stated)
    -0.3, 702
CCc1cc(C(=O)NC2CCCN(Cc3ccccc3F)C2)n(C)n1 (configuration not stated)
    -21.3, 685
CCC(C(=O)Nc1cccc(OC)c1)n1nc(C)c2c(C)n(-c3ccccc3)nc2c1=O (configuration not stated)
    28.7, 684
CCOc1ccc(CCNC(=O)CSc2nc3ncc(Cl)cc3[nH]2)cc1OCC
    22.4, 806
COc1cccc(NC(=O)CCC2CCN(C(=O)c3cncs3)CC2)c1
    1.5, 877
CCc1ccccc1N(CC(=O)NCc1ccccc1)C(=O)CCC(=O)Nc1ccccn1
    22.5, 694
CC12CCC3C(CCC4N(CCO)CCC34C)C1CCC2O (configuration not stated)
    6.0, 816
CCOC(=O)C1CCN(C(=O)C2COc3ccccc3O2)CC1 (configuration not stated)
    -24.9, 814
O=C(Nc1ccc2nc3n(c(=O)c2c1)CCCC3)c1cccc(F)c1
    0.2, 803
CCOc1ccc(NC(=O)CN2C(=O)c3ccccc3C2=O)cc1
    -13.8, 807
NS(=O)(=O)c1ccc(NC(=O)/C(=C/c2ccncc2)NC(=O)c2ccccc2)cc1
    -0.4, 786
COc1ccccc1OC(C)C(=O)N1CCC(Cc2ccccc2)CC1 (configuration not stated)
    1.9, 758
CSc1ccc(CCNC(=O)CCc2nnc3ccc(N4CCC5(CC4)OCCO5)nn23)cc1
    -23.0, 776
COC(=O)c1ccccc1CSc1nsc(/C=C/N(C)C)c1C#N
    -1.3, 823
CCC(CC)C(=O)Nc1nnc(S(=O)(=O)N2c3ccccc3CC2C)s1 (configuration not stated)
    9.6, 363
O=C(NC1CCN(c2ncccn2)CC1)c1c(F)cccc1F
    -1.2, 902
CCN(CC)CCN(C(=O)C1=COCCO1)c1nc2cc(C)cc(C)c2s1
    -3.6, 817
O=C(c1ccc(OC2CCN(CCc3ccccc3)CC2)cc1)N1CCCCC1CCCO (configuration not stated)
    -9.6, 880
Cc1cc(C)c(C(=O)Nn2c(C)nc3ccccc3c2=O)cc1C
    -30.1, 754
CN(C)Cc1c(C(=O)N/N=C/c2ccccc2OCc2c(F)cccc2Cl)nnn1-c1nonc1N
    -2.1, 641
COC(=O)c1c(C(=O)OC)c(-c2ccc(OC)cc2)n2c1CS(=O)(=O)C2
    14.8, 890
CCN(CC)C(=O)CCn1nc(-c2ccc(C)cc2)c2ccccc2c1=O
    -9.1, 801
CCn1c(=O)c(CCC(=O)NCC2CCCO2)c(C)c2c(C)nn(-c3ccc(C)cc3)c21 (configuration not stated)
    -8.1, 758
CC1=NN(C(N)=S)C(=O)C1N=Nc1ccc(Br)cc1 (configuration not stated)
    -17.2, 845
COc1ccc(CCC(=O)NNC(=O)c2cc(Cl)ccc2OC)cc1OC
    -7.1, 724
C=CCn1c(SCC(=O)Nc2ccc(F)cc2F)nc2c([nH]c3ccccc32)c1=O
    -31.2, 746
COc1ccc(OCC(O)CN2CCN(CC(O)COc3ccc(OC)cc3)CC2)cc1 (configuration not stated)
    -2.5, 793
O=C(COC(=O)c1cccc(Br)c1)NCCNC(=O)COC(=O)c1cccc(Br)c1
    -1.1, 735
O=C(NCCCN1CCCCC1)C1CC(=O)N(CCc2ccccc2)C1 (configuration not stated)
    5.5, 694
O=C(CNC(=O)c1ccc(Br)o1)Nc1ccccc1
    -3.1, 810
Oc1ccc(N2CCN(Cc3nc4ccccc4[nH]3)CC2)cc1
    1.6, 704
CCN(c1ccccc1)S(=O)(=O)c1csc(C(N)=O)c1
    3.3, 818

Next section.
Values run as follows: Hep lipid drop, Hep lipid drop cells 6.5 µM
CCCC(C(=O)NC(C)(C)CC)N(Cc1ccco1)C(=O)CNS(=O)(=O)c1ccccc1 (configuration not stated)
    -13.1, 816
COC(=O)c1c(NC(=O)CCS(=O)(=O)c2ccccc2)sc2c1CCN(C)C2
    9.9, 878
COc1cc(-c2noc(C)c2C#Cc2ccsc2)cc(OC)c1OC
    -130.8, 413
CCCCNC(=O)[C@H]1C[C@H]1[C@@H](O)[C@H](CO)NC(=O)[C@H](COCc1ccccc1)NC(=O)OC(C)(C)C
    -2.3, 794
COc1ccc(NC(=O)CCC(=O)N2CCCC2)c([N+](=O)[O-])c1
    -2.2, 817
COc1cccc(NC(=S)N2CCN(S(=O)(=O)c3ccc(F)cc3)CC2)c1
    -9.1, 715
O=C(Nc1ccc(F)cc1)C1CCCN1S(=O)(=O)c1ccc(Br)cc1 (configuration not stated)
    5.2, 882
Cc1ccc(N2CC(C(=O)Nc3nnc(SCC(=O)NCC4CCCO4)s3)CC2=O)cc1 (configuration not stated)
    18.9, 836
Cc1ccc(C(=O)Nc2ccc(N3CCN(C(=O)c4ccco4)CC3)cc2)c(Cl)c1
    -2.0, 791
COc1cc(C(=O)Oc2ccc(/C=N/NC(=O)c3ccncc3)cc2)cc(OC)c1OC
    12.7, 825

Another view of 2 compounds above.
canonical_smiles,Hep lipid drop,Hep lipid drop cells 6.5 µM
Cc1ccc(N2CC(C(=O)Nc3nnc(SCC(=O)NCC4CCCO4)s3)CC2=O)cc1 (configuration not stated),18.9,836
COc1cc(C(=O)Oc2ccc(/C=N/NC(=O)c3ccncc3)cc2)cc(OC)c1OC,12.7,825

(more compounds)
Values run as follows: Hep lipid drop, Hep lipid drop cells 6.5 µM
COc1cc(/C=C2/C(=O)N(C)C(=S)N2C)ccc1OCc1cccc(F)c1
    -0.6, 783
CCOc1ccc(N=C2SCC(=O)N2CC)cc1
    -9.0, 774
O=C(CNC(=O)c1ccccc1)N/N=C/C=C/c1ccccc1
    11.8, 828
Cc1ccc2c(c1)N(CC(=O)N1CCOCC1)C(=O)C(C)O2 (configuration not stated)
    -3.3, 781
CC(=O)c1ccc(-c2nnc(CCC(=O)N3CCCC(C(=O)CC(C)C)C3)o2)s1 (configuration not stated)
    -1.3, 743
CCOC(=O)CNC(=S)N(CCCN1CCN(C)CC1)Cc1cccs1
    -4.7, 870
COc1ccc(CN(C(=O)c2oc3cc(C)c(C)cc3c2C)C2CCS(=O)(=O)C2)cc1OC (configuration not stated)
    -8.2, 663
Cc1ccc(S(=O)(=O)Nc2ccc(C(=O)NCc3cccnc3)cc2)cc1
    -3.6, 683
COc1ccccc1OC(=O)Cc1cccc2ccccc12
    15.3, 873
Cc1cc(S(=O)(=O)Nc2ccc(C(=O)NCC(c3ccccc3)N(C)C)cc2)ccc1F (configuration not stated)
    -5.8, 703
O=C(NCCc1ccccc1)c1coc(=O)c(Br)c1
    -1.8, 789
CC(C(=O)Nc1ccc(O)cc1C(=O)O)N1C(=O)/C(=C\c2cccs2)SC1=S (configuration not stated)
    -0.7, 727
O=C1[C@@H]2Cc3c([nH]c4ccccc34)CN2C(=O)CN1CCCO
    16.6, 842
Oc1ccc(Cl)cc1CNc1cnc2ccccc2c1
    7.1, 799
CCN=C1S/C(=C\c2cc(Br)c(O)c(OC)c2)C(=O)N1CC
    1.2, 798
O=C(CSc1nccc(=O)[nH]1)N1CCOCC1
    -27.5, 817
CSc1ccccc1C(=O)NC(C)c1ccc(-n2ccnc2)cc1 (configuration not stated)
    -17.2, 524
Cc1cccc(NC(=O)CCS(=O)(=O)c2ccccc2)n1
    -9.6, 718
Cc1cc(C)c(S(=O)(=O)NCCCn2ccnc2)cc1C
    -1.1, 794
CC(=O)c1cccc(NC(=O)CCN2C(=O)C3C4CCC(C4)C3C2=O)c1 (configuration not stated)
    2.6, 692

Entries of single compounds as entered above. Values in the order: Hep lipid drop, Hep lipid drop cells 6.5 µM
Cc1cc(C)c(S(=O)(=O)NCCCn2ccnc2)cc1C is listed with -1.1, 794
C=CCn1c(SCC(=O)Nc2ccc(F)cc2F)nc2c([nH]c3ccccc32)c1=O is listed with -31.2, 746
O=C(NCCc1ccccc1)c1coc(=O)c(Br)c1 is listed with -1.8, 789
COc1cc(-c2noc(C)c2C#Cc2ccsc2)cc(OC)c1OC is listed with -130.8, 413
COc1cc(/C=C2/C(=O)N(C)C(=S)N2C)ccc1OCc1cccc(F)c1 is listed with -0.6, 783

Continuation.
Values run as follows: Hep lipid drop, Hep lipid drop cells 6.5 µM
CCOc1ccccc1CNS(=O)(=O)c1csc(C(N)=O)c1
    -3.7, 726
Cc1c(CC(=O)O)c(=O)oc2c(C)c3occ(-c4ccc(Br)cc4)c3cc12
    10.7, 768
CCN(CC)S(=O)(=O)c1cc(OC)ccc1N=Nc1ccc(O)c2ncccc12
    -2.5, 839
O=C(Nc1cc(Cl)ccc1N1CCOCC1)c1ccc(Br)o1
    -6.7, 613
Cc1cc(C)cc(N(C(=O)c2csnn2)C(C(=O)NC2CCCCC2)c2ccccn2)c1 (configuration not stated)
    -25.8, 674
O=[N+]([O-])c1ccc(NC(=S)NCc2ccc(F)cc2)cc1
    -12.2, 792
OCCc1ccc(O)c(-n2nc3ccccc3n2)c1
    -15.3, 822
COc1ccccc1C(=O)NCCC(=O)NCCOc1ccccc1
    -0.7, 818
COc1ccc(CNC(=O)[C@@H](C)NC(=O)C2CCN(C(=O)[C@@H](N)CCSC)CC2)cc1
    0.6, 783
O=C(N=C1SC2CS(=O)(=O)CC2N1c1ccc(F)cc1)C1CCCCC1 (configuration not stated)
    20.4, 703
COc1ccc(-c2cc3c(=O)n(CC(=O)NCc4ccccc4OC)ncn3n2)cc1
    -13.1, 745
COc1cccc(-c2nc(NCc3cccnc3)c3ccccc3n2)c1O
    -1.8, 844
Cn1c(/C=C/c2ccc(Cl)cc2Cl)c([N+](=O)[O-])c(=O)n(C)c1=O
    -3.4, 854
O=C(N[C@@H](Cc1ccccc1)C(=O)O)c1cccs1
    9.4, 764
O=C(NC(=S)Nc1ccccc1Br)c1ccco1
    5.7, 826
COc1cccc(CNC(=O)c2cccnc2Sc2ccccc2)c1
    -9.7, 740
COc1cc(/C=N/Nc2nncc3ccccc23)cc(OC)c1OC
    8.9, 840
CCc1nnc(SCC(=O)N2CCCC(N3CCN(c4ccccc4C)CC3)C2)o1 (configuration not stated)
    2.2, 768
O=C(Nc1c2c(nn1-c1ccccc1)CS(=O)C2)c1ccc2c(c1)OCO2 (configuration not stated)
    21.9, 620
CC(=O)N1CCOc2ccc(S(=O)(=O)N3CCCCC3)cc21
    18.2, 734
CC1CCN(S(=O)(=O)c2nnc(NC(=O)c3cccc([N+](=O)[O-])c3)s2)CC1
    2.7, 698
COc1ccc(C(CNC(=O)Cc2ccc(-c3ccccc3)cc2)N(C)C)cc1 (configuration not stated)
    20.5, 747
